ARNT TACC3 PPI: disrupts binding between human ARNT and TACC3; inhibition, % at 9.99 µM; AlphaScreen His-ARNT PAS-B/GST-TACC3 binding, luminescence; TACC3 fragment carries E629A point mutation; Q9Y6A5; hit rate 0.66% among 390,000;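 active = mean inhibition of replicates at least 50% and at least half of replicates each reaching 50%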;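 also: 0% = complete ARNT plus TACC3 wells and 100% = ARNT alone without TACC3; many hits fall short of the cut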
* = called active by the depositor.

molecule	ARNT TACC3 PPI
COc1cccc(N(C(=O)Cn2nnc(-c3ccc(C)cc3)n2)C(C(=O)NC(C)(C)C)c2c[nH]c3ccccc23)c1 (stereo unspecified)	1.2
O=C(c1ccc2c(c1)OCCO2)N1CCCCC1	-0.5
O=C(Nc1ccccc1[N+](=O)[O-])C1=C(O)CCn2c1nc1ccccc12	3.5
CCCCC(C(=O)O)C(C)CC(=O)Nc1ccn(-c2ccccc2)n1 (stereo unspecified)	0.1
Cc1ccc2c(CSc3nc4ccccc4c(=O)n3CCCO)cc(=O)oc2c1C	-2.8
Cc1ccc(S(=O)(=O)N2CCN(C(=O)CCC(=O)N3CCc4ccccc43)CC2)cc1	-0.3
CCOC(=O)c1cnn(-c2ccccc2)c1-c1ccccc1	-5.8
CSCCC(NC(N)=O)C(=O)NCc1ccc(Cl)cc1 (stereo unspecified)	-2.1
CC(C(=O)N(C1CC1)C1(C(=O)Nc2ccccc2)CCCC1)N1C(=O)c2ccccc2C1=O (stereo unspecified)	-27.9
Cc1[nH]n2c(=O)cc(Cc3ccccc3)nc2c1C#N	1.4
O=C(Nc1ccon1)C(Sc1ccccc1)c1ccccc1 (stereo unspecified)	0.1
COCc1cc(C)nc(OCC(=O)N/N=C/c2cccc(OC)c2)c1C#N	-1.7
Cc1[nH]c2ccccc2c1C(=O)CSc1nncn1C	-2.3
CCC12CN3CC(CC)(CN(C1)C3c1c(O)ccc3ccccc13)C2=O (stereo unspecified)	3.0
Cc1ccc(CN(C(=O)c2ccco2)C(C(=O)NC2CCCC2)c2ccc(N3CCOCC3)cc2)cc1 (stereo unspecified)	16.1
CC1CCN(C2(O)C(=O)Nc3ccc([N+](=O)[O-])cc32)CC1 (stereo unspecified)	8.9
O=C(COc1ccc(S(=O)(=O)NCc2ccccc2)cc1)NCC1CCCO1 (stereo unspecified)	-5.6
CCOC(=O)N1CCN(C(=O)CSCc2ccc(Cl)cc2)CC1	-1.2
O=C(NC1CCCCCCC1)c1ccc(S(=O)(=O)N2CCCC2)cc1	-17.1
Cc1nc2ccccn2c1C(=O)/C=C/c1ccc(F)cc1	3.5
Cc1ccc(C2CC(c3cccc(Br)c3)Nc3nnnn32)cc1 (stereo unspecified)	-2.3
N#Cc1c(NC(=O)c2ccc(Cn3cc(Br)cn3)o2)sc2c1CCCCCC2	0.4
Cc1cc2c(cc1C)CSC(c1ccccc1O)SC2	-2.1
CC(C)c1ccc(-c2c(C#N)c(N)nc3c2CCCCC3)cc1	-6.9
COC(=O)c1cccc(NC(=O)c2cnoc2C)c1	-9.4
CC1(C)C2CCC1(CS(=O)(=O)N1CCCc3ccccc31)C(=O)C2 (stereo unspecified)	-2.3
COc1ccc(Cl)cc1-c1nc(-c2ccncc2)no1	-7.3
COc1cccc(C(=O)Nc2nc3c(s2)CN(C)CC3)c1	7.4
O=C(NCc1ccco1)c1ccc(COCC(F)(F)C(F)F)cc1	-6.6
COCCN(C(=O)Nc1ccccc1)c1ccccc1	0.5

7 consecutive entries out of the list so far, for reference:
molecule	ARNT TACC3 PPI
Cc1nc2ccccn2c1C(=O)/C=C/c1ccc(F)cc1	3.5
Cc1ccc(C2CC(c3cccc(Br)c3)Nc3nnnn32)cc1 (stereo unspecified)	-2.3
N#Cc1c(NC(=O)c2ccc(Cn3cc(Br)cn3)o2)sc2c1CCCCCC2	0.4
Cc1cc2c(cc1C)CSC(c1ccccc1O)SC2	-2.1
CC(C)c1ccc(-c2c(C#N)c(N)nc3c2CCCCC3)cc1	-6.9
COC(=O)c1cccc(NC(=O)c2cnoc2C)c1	-9.4
CC1(C)C2CCC1(CS(=O)(=O)N1CCCc3ccccc31)C(=O)C2 (stereo unspecified)	-2.3

(more compounds)
molecule	ARNT TACC3 PPI
COc1ccc(Sc2ccccc2CN(C)C)cc1OC	-1.9
Cc1ccccc1Nc1nc(CSc2nnnn2-c2ccccc2)cs1	3.8
CC(C)C(=O)N1CCN(c2ccc(NC(=O)c3cccs3)cc2)CC1	-6.1
COc1ccc(/C=N/NC(=O)Nc2cccc3nsnc23)c(OC)c1	3.9
O=C(NCC1OCCc2ccccc21)c1ccco1 (stereo unspecified)	8.1
CCCc1nc(NC(C)=O)c(C#N)c(-c2ccco2)c1CC	-29.3
COc1ccc(C(=O)NCCc2nnc(SCC(=O)Nc3ccccc3)n2C)cc1	-2.5
COc1cccc(NC(=O)C2CCN(S(C)(=O)=O)CC2)c1	-8.4
Cc1ccc(C(=O)Nc2ccon2)cc1S(=O)(=O)N1CCCC1	0.8
COC/C=C/C1=CC2=CC(=O)C(C)(OC(=O)c3cnc4ccccc4n3)C(=O)C2=CN1CC1CC1 (stereo unspecified)	15.2
CC(=NCCc1ccccc1)C1=C(O)CSC1=O	5.5
Cc1cc(C(F)(F)F)nn1CC(=O)Nc1cccnc1	-5.2
Cc1cc(Cl)ccc1NC(=O)CN1CCC(C(O)(c2ccccc2)c2ccccc2)CC1	-2.0
CC(C)Oc1ccccc1C1Nc2ccccc2C(=O)N1c1ccc2c(c1)OCCO2 (stereo unspecified)	19.0
CCCC(C)NC(=O)/C=C/c1cccc([N+](=O)[O-])c1 (stereo unspecified)	-1.2
CCCCn1c(-c2cc(Cl)ccc2OC)n[nH]c1=S	24.3
COc1ccc(OC)c(-c2oc3ccccc3c(=O)c2O)c1	1.3
CCOc1ccc(N(CC(=O)NCc2cccc(OC)c2)S(=O)(=O)c2c(C)noc2C)cc1	25.8
COCCNC(=O)C(c1ccc(C)o1)N(Cc1ccc(F)cc1)C(=O)Cn1nnc2ccccc21 (stereo unspecified)	1.8
CC(C)c1ccc(NC(=O)CCN2C(=O)c3ccc([N+](=O)[O-])cc3C2=O)cc1	-11.9
COc1ccccc1NC(=O)CN1CCN(CC(=O)Nc2ccc(OCc3ccccc3)cc2)CC1	-8.8
COc1cccc(C(C(=O)Nc2ccc(F)cc2)N(C(=O)Cn2nnc3ccccc32)C2CC2)c1 (stereo unspecified)	2.6
COc1cccc(CNc2ccc(F)c(Cl)c2)c1O	37.9
C=CCNCC#CCOc1ccc(OC)cc1	20.1
O=C(O)c1ccccc1C(=O)c1cccs1	0.8
COc1cc2cncc(Cc3ccc(Cl)cc3)c2cc1OC	-6.9
COc1ccc(-c2cnn3c4c(c(C)nc23)CCN4C(C)C)cc1OC	-10.3
COc1ccc(-c2nnc(SCc3c(C)noc3C)n2N)cc1OC	-3.5
O=C(Nc1ccccc1Oc1ccccc1)c1ccc(Br)o1	1.6
CSc1nc(C)c(CCOC(=O)c2ccccc2)c(=O)[nH]1	-11.5
Cc1nc(N2CCC(C)CC2)c2nnn(Cc3ccccc3)c2n1	-4.8
O=C(NCc1ccco1)c1cccc(F)c1	-6.8
Cc1ccnc(NC(=O)c2ccc([N+](=O)[O-])o2)c1	4.6
O=c1c2[nH]c3ccc(F)cc3c2ncn1C1CCCCC1	-4.1
CCCCCCn1c(NCC)nc2c1c(=O)[nH]c(=O)n2C	2.0
CC(C)OCCCNC(=O)c1sc(=S)n(C)c1N	0.3
CCCC(=O)OCCNC(=O)c1cc2ccccc2oc1=O	15.9
c1ccc(-c2csc3nnc(SCc4ccc5c(c4)OCCO5)n23)cc1	-2.0
O=C(NCc1ccccn1)C1CCN(Cc2cnn(-c3ccccc3)c2-n2cccc2)CC1	18.9
COc1cc(NS(=O)(=O)c2ccc(N=Cc3c(C)[nH]n(-c4ccccc4)c3=O)cc2)nc(OC)n1	4.5
CCC(O)c1cc2c(cc1NC(=O)c1cccs1)OCCO2 (stereo unspecified)	-1.0
Cc1ccc(NS(=O)(=O)c2ccc(NC(=O)[C@@H]3CCCC[C@@H]3C(=O)O)cc2)c(C)c1	4.3
CC1(C)CC(=O)C(/C=N/c2ccccn2)=C(O)C1	4.3
Cc1cc(C(F)(F)F)c2c(N)c(C(=O)Nc3cc(C)on3)sc2n1	-7.2
COC(=O)CSc1nc(SCc2ccc(C)cc2)nc2c1CCCC2	-8.1

Two entries drawn at random from those above, as already listed:
molecule	ARNT TACC3 PPI
O=c1c2[nH]c3ccc(F)cc3c2ncn1C1CCCCC1	-4.1
CC1(C)CC(=O)C(/C=N/c2ccccn2)=C(O)C1	4.3

Going on with the list.
molecule	ARNT TACC3 PPI
CCOC(=O)c1cnc(SCC(=O)Nc2ccccc2C(=O)OC)nc1N	3.9
Cc1cc(C)n(S(=O)(=O)/C=C/c2ccccc2)n1	-20.6
Cc1cccc(CS(=O)(=O)Cc2ccc(C(=O)NCCN3CCCCC3C)o2)c1 (stereo unspecified)	8.5
CCN(CC)S(=O)(=O)c1csc(C(=O)OCC(=O)c2ccccc2)c1	2.4
Cn1c(=O)c2c(nc(N3CCN(Cc4ccccc4)CC3)n2CC(=O)c2ccccc2)n(C)c1=O	-9.7
NC[C@H]1O[C@H](O[C@H]2[C@H](O)[C@@H](O[C@H]3O[C@H](CO)[C@@H](O)[C@H](N)[C@H]3O)[C@H](N)C[C@@H]2N)[C@H](N)C[C@@H]1O	-4.2
Cn1c(=O)c2c(nc(CN3CCC(C(N)=O)CC3)n2Cc2ccccc2Cl)n(C)c1=O	-12.1
COc1ccc(C2Nc3ccccc3C(=O)N2Cc2ccccc2)cc1COc1ccccn1 (stereo unspecified)	-6.8
CC(Sc1nncs1)C(=O)NCc1ccc2c(c1)OCO2 (stereo unspecified)	-3.9
Cc1cc(C(=O)CSc2nnc(-c3ccco3)o2)c(C)n1-c1ccc2c(c1)OCCO2	-0.3
O=C(CSc1nnc(-c2ccco2)o1)NC1CC2CCC1C2 (stereo unspecified)	-7.7
C=CCn1c(SCc2nc(N)nc(N(C)C)n2)nnc1-c1cccnc1	-13.7
OCCNc1nc(N2CCCC2)nc(N2CCCC2)n1	3.2
Cc1cccc2cc(C#N)c(SCC(=O)N3CCC(C)CC3)nc12	3.7
Cc1cc(C)c2[nH]c(=O)c(C(c3nnnn3Cc3ccc4c(c3)OCO4)N3CCCCC3)cc2c1 (stereo unspecified)	-0.1

Later entries
Structure | ARNT TACC3 PPI
Cc1ccc(Nc2nnc(SCn3nnc4ccccc4c3=O)s2)cc1 | -3.8
CC(C)=CCCC(C)N(C=O)C(C)CCC=C(C)C (stereo unspecified) | -6.7
Cc1ccc(-n2nnnc2SCC(=O)Nc2ccccc2N2CCCCC2)cc1C | -3.6
O=C(Nc1cnn(Cc2ccccc2)c1)c1nc2ncccn2n1 | -1.6
Cc1ccc(C)c(S(=O)(=O)N2CCN(CC(=O)Nc3cc(C)on3)CC2)c1 | -4.4
CC(C)OC(=O)CCCN1C(=O)c2ccc(N)cc2C1=O | 0.2
CCOc1ccc(C(=O)CN2CCN(S(=O)(=O)c3ccc(OC)cc3)CC2)cc1 | -1.1
CC1=NOC2(C1)N(C)c1ccccc1C2(C)C (stereo unspecified) | -8.8
CCOc1cccc(C(=O)Nc2cccnc2)c1 | -10.3
c1csc(-c2cnc3n2CCCC3)c1 | -24.9
Cc1oc(-c2ccccc2)cc1C(=O)Nc1cccc2ccccc12 | -3.9
COc1ccc(/C=C\C(=O)CC(O)(c2ccccc2)C(F)(F)F)cc1 (stereo unspecified) | -2.2
COc1ccc(OCC(=O)NNc2c3ccccc3nc3ccccc23)cc1 | 11.0
COc1ccc(OC)c(C2=Nn3c(nnc3-c3ccco3)SC2)c1 | 2.4
O=C(COc1ccccc1)N/N=C/c1cc2c(cc1[N+](=O)[O-])OCO2 | -11.8
Cc1nc(CSc2nc3[nH]ncc3c(=O)n2-c2ccccc2)cs1 | -2.2
CSc1ccccc1C(=O)NCC1CCCO1 (stereo unspecified) | -0.6
COc1ccc2nc(N3CCCCC3)c(C#N)cc2c1 | -33.6
CCc1ccc2nc(N3CCN(C)CC3)c(C#N)cc2c1 | -2.6
c1ccc(CSc2nnc3c(n2)OC(c2ccco2)Nc2ccccc2-3)cc1 (stereo unspecified) | 16.7
O=C(COc1ccccc1F)Nc1ccc(S(=O)(=O)NCc2ccco2)cc1 | -3.3
O=C(OCc1nnn(Cc2ccccc2)c1-c1c(COC(=O)c2ccccc2)nnn1Cc1ccccc1)c1ccccc1 | -3.8
COC(=O)Cc1cc(=O)[nH]c(Nc2nc3ccccc3o2)n1 | 26.3
CCOC(=O)C1CCN(CC(=O)Nc2c(C(=O)OC)[nH]c3ccc(Cl)cc23)CC1 | 3.3
COc1ccc(CC(=O)Nc2nnc(SCc3ccccc3)s2)cc1S(=O)(=O)N1CCOCC1 | -5.9
O=C1N=C(N2CCOCC2)S/C1=C\C=C/c1ccccc1 | 6.2
CC(C)NC(=O)Cn1nnc(-c2cccc(NC(=O)c3ccccc3F)c2)n1 | -10.2
COC(=O)c1ccc(C2/C(=C(/O)c3ccc(OC)cc3)C(=O)C(=O)N2CC2CCCO2)cc1 (stereo unspecified) | -6.9
COc1ccc(NC(=O)C2C(=O)N(C)C3(C)CC2c2ccccc2O3)cc1 (stereo unspecified) | -5.4
CCCOc1ccccc1C1C(C(=O)OC)=CN(C(C)C)C=C1C(=O)OC | -87.1
COCCN(Cc1ccccc1)P(=O)(O)c1ccccc1OCC(=O)O | 9.0
O=C1c2cccc3c(O)ccc(c23)C(=O)N1Cc1ccccc1 | -2.4
COCCNc1nc(SCC(=O)N2CCN(c3ccccc3)CC2)nc2ccccc12 | -3.5
O=C(O)COc1ccc(/C=C/C(=O)c2ccc3ccccc3c2)cc1 | -1.7
COc1ccc([C@H]2[C@H](C(=O)C(C)(C)C)N3N=Cc4ccccc4C3[C@]23N=C(c2ccccc2)OC3=O)cc1OC (stereo partly specified) | -10.7
CCc1ccc(N(CC(=O)NC)S(C)(=O)=O)cc1 | -3.0
Cc1ccc(/C(COc2ccccc2O)=N\O)cc1 | -39.7
Cc1ccc(C)c(/C(O)=C2/C(=O)C(=O)N(CCN3CCOCC3)C2c2ccc(C)o2)c1 (stereo unspecified) | -1.9
COc1ccc2nnc(-c3ccccc3)n2n1 | -1.8
O=C(c1ccc2snnc2c1)N1CCOCC1 | -0.1
O=c1[nH]n(-c2cccc3cccnc23)c(=O)c2ccccc12 | -8.4
CCOC(=O)/C(C(N)=NCCO)=C(/O)c1ccccc1 | 0.4
CC(=O)N1CCc2cc(S(=O)(=O)NCCC(=O)Nc3ccc4c(c3)OCCO4)ccc21 | 4.4
COc1ccc(Nc2ncnc3ccccc23)cc1 | 0.6

Screening results: PubChem BioAssay, Broad Institute

Some of the compounds tested (hit frequency here may not be typical).
